mIAP block = blocks mouse intestinal alkaline phosphatase. purified mouse IAP, CDP-Star luminescence, 30 min. inhibition, % at 10 µM. 330,000 compounds, 0.2% hits. AID 2806;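 active = inhibition of at least 40% at 10 µM in the primary screen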;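 note: plate controls were DMSO with enzyme for no effect and no enzyme wells for full effect; values of inactives mirror those of a sister screen read the other way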
mIAP activ = mouse IAP activation | muIAP, CDP-Star luminescence, 30 min; active compounds read high; 1 = vehicle-only enzyme signal, 0 = enzyme-free wells | activation factor at 10 µM | 330,000 compounds, 0.24% hits;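 active = activation factor of at least 2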; note: the source names both 10 and 20 µM as test concentration; values of inactives mirror those of a sister screen read the other way
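System: mouse IAP enzyme. Reagent: CDP-Star chemiluminescent phosphatase substrate. Benchmarks: DMSO wells, no-enzyme wells. Times: 30 min enzyme-substrate-compound incubation at room temperature. Detection: luminescence from enzymatic CDP-Star hydrolysis. Doses: test compounds delivered from DMSO solution.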
tim10-1 inh = inhibits growth of tim10-1 mutant yeast | S. cerevisiae tim10-1 ts strain growth, BacTiter-Glo, 24 h | inhibition, % at 20 µM | 330,000 compounds, 2.2% hits | AID 463190;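 active = inhibition of at least 40%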;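 note: mutant grown at 25 °C; 0% = DMSO wells with yeast and 100% = wells holding no yeast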
ATG4B inhibitor = ATG4B (human) cysteine protease inhibition | Q9Y4P1 | ATG4B cleavage of LC3-PLA2, NBD-HPC fluorescence, 1 h | inhibition, % at 8.33 µM | 340,000 compounds, 0.51% hits; in the data active = inhibition above about 40%
Apaf1 inhib = human Apaf-1 inhibition; O14727; inhibition, % at 20 µM; 330,000 compounds, 0.71% hits; reconstituted apoptosome caspase-3 activity, DEVD-Rh110 fluorescence; active = inhibition of at least 40% at 20 µM;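 note: plate controls were DMSO wells for no effect and DEVD-CHO caspase inhibitor wells for full effect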
Target sequence (O14727 whole entry, looked up): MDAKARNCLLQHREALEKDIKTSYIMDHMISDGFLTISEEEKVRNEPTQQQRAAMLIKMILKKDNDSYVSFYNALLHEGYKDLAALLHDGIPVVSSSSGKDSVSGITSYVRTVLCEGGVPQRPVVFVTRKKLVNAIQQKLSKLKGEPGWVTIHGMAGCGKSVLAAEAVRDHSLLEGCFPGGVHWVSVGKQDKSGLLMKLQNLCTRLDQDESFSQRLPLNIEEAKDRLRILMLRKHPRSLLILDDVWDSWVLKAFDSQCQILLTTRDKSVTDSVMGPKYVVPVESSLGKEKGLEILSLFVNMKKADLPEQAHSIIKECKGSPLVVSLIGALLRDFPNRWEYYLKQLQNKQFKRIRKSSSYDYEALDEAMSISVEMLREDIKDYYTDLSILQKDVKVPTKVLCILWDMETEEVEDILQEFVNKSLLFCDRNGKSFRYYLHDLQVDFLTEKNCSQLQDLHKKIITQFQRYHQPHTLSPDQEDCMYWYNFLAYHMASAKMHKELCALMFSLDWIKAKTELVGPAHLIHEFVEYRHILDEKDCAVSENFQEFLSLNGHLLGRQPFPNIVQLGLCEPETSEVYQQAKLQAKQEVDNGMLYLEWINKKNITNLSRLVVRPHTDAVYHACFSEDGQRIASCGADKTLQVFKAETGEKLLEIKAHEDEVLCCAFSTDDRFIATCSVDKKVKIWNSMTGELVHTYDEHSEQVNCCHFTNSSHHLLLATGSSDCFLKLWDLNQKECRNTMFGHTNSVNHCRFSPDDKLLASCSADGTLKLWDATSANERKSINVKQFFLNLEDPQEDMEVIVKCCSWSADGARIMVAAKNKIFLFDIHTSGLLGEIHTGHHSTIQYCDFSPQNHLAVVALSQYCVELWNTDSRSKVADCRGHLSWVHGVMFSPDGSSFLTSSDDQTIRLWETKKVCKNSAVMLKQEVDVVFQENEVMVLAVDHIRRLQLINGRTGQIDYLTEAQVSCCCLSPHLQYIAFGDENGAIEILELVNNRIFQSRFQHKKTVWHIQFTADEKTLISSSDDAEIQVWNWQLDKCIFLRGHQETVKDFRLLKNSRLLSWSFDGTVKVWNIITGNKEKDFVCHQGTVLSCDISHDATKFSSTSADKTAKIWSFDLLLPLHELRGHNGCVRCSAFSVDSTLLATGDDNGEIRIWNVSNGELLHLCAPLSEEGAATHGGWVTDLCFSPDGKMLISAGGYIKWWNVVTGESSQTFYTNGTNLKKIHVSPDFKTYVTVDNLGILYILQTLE
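System – cell-free apoptosome with Apaf-1, procaspase-3 and caspase-9 · Buffer or medium – pH 7.5 Hepes buffer with CHAPS, BSA, DTT · Also added – cytochrome c with DEVD-Rh110 · Times – 30 min compound preincubation, 50 min activation, room temperature · Technique – Rh110 fluorescence intensity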
TIM10 inh = TIM10 yeast growth inhibition. S. cerevisiae TIM10 strain growth, BacTiter-Glo luminescence, 24 h. inhibition, % at 10 µM. 330,000 compounds, 1.4% hits. AID 463195;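 active = inhibition of 40% or more at the single tested concentration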;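 note: wild-type TIM10 isogenic control strain grown at permissive 25 °C; 0% = DMSO yeast wells and 100% = minimal medium wells without yeast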
hIAP block = human IAP inhibition; P09923; purified IAP, CDP-Star luminescence, 30 min; inhibition, % at 10 µM; 330,000 compounds, 0.12% hits; AID 2544;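 active = inhibition reaching a set limit with compound at 10 µM in the primary screen, cut at about 35% in these data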;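 note: plate controls were DMSO wells with enzyme for no effect and no-enzyme buffer wells for full effect; values of inactives mirror those of a sister screen read the other way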
hIAP act = increases human intestinal alkaline phosphatase activity; P09923; purified human IAP, CDP-Star luminescence, 30 min; active compounds read high; 1 = vehicle-only enzyme, 0 = enzyme-free background; activation factor at 10 µM; 330,000 compounds, 0.16% hits;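 active = activation factor of the enzyme at least 2-fold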; note: the source names both 10 and 20 µM as test concentration; values of inactives mirror those of a sister screen read the other way
NLRP3 yeast inh = NALP3 inhibition in yeast; AID 2825; 330,000 compounds, 0.39% hits; Yeast reconstituted NLRP3/ASC/caspase-1, beta-gal luminescence, 24 h; inhibition, % at 10 µM;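 active = inhibition of 50% or more; inactive = inhibition below 50%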;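 note: plate controls were induced DMSO wells for no effect and uninduced yeast grown without galactose for full effect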
Starred values were filed as active, the others as inactive.

mol	mIAP block	mIAP activ	tim10-1 inh	ATG4B inhibitor	Apaf1 inhib	TIM10 inh	hIAP block	hIAP act	NLRP3 yeast inh
CCN(CC)c1ccc2c(Nc3ccccc3)c(C=O)c(=O)oc2c1	20	0.8	27	0	25	30	24	0.76	26
O=C(COC(=O)CCC1CCCC1)Nc1ccccc1Sc1ccccc1	1	0.99	14	-4	17	-10	7	0.93	16
Cc1ccc(N(C)S(=O)(=O)c2cccc(C(=O)N(C)Cc3cnn(-c4ccccc4)c3)c2)cc1	3	0.97	5	-10	25	-35	-14	1.1	22
Cc1ccc(CN2CCSc3ccc(C(=O)NCCCN4CCOCC4)cc32)cc1	-10	1.1	21	-2	10	-4	-14	1.1	7
CCOC(=O)/C(C#N)=C1/SC(CCO)C(=O)N1c1ccccc1 (centres undefined)	-11	1.1	18	0	-4	6	4	0.96	2
Cc1cc(-c2cccs2)c2c(n1)sc1c(=O)[nH]c(=O)[nH]c12	2	0.98	28	-7	-11	31	1	0.99	14
Cn1c(CSCC(=O)Nc2ccccc2)nnc1SCc1ccccc1	5	0.95	12	-4	-6	8	-1	1	5
COC(=O)[C@H]1C[C@H](C(=O)O)[C@@H](C)C1(C)C	-10	1.1	18	-4	-4	-5	-24	1.2	1
COc1cc(C(=O)NC(=S)N2CCCCCC2)cc(OC)c1OC	-14	1.1	15	-1	-8	-9	-16	1.2	6
COc1ccc2c(c1)C1C=CCC1C(c1cc3c(cc1Br)OCO3)N2 (centres undefined)	11	0.89	51*	3	7	29	1	0.99	9
CCOc1ccc(C(C)NC(=O)C2CCCC2)cc1 (centres undefined)	-4	1	9	-23	-3	6	-3	1	13
CC(NC(=O)C(=O)N1CCCCC1)C(c1cccs1)N1CCN(c2ccccc2F)CC1 (centres undefined)	-5	1.1	29	-6	10	13	13	0.87	11
Cc1ccsc1-c1nc(CN2C[C@@H](C)O[C@@H](C)C2)c(C)o1	3	0.97	-2	-9	-8	2	2	0.98	7
CC(NCCOc1ccccc1F)C(=O)Nc1ccc(S(N)(=O)=O)cc1 (centres undefined)	0	1	24	-10	-1	3	-3	1	6
COc1ccc(S(=O)(=O)N(C)C[C@H]2Oc3ccc(NC(=O)c4ccncc4)cc3C(=O)N([C@H](C)CO)C[C@@H]2C)cc1	10	0.9	-2	-2	-4	3	13	0.87	6
CC1CCCC(C)N1/N=C/c1ccccc1Br (centres undefined)	3	0.97	-8	7	0	-16	-1	1	17
NC1=NC(c2ccc(Cl)cc2)N(c2ccc(S(N)(=O)=O)cc2)C(N)=N1 (centres undefined)	-4	1	9	2	-5	-4	-9	1.1	13
CSc1nc(N(C)CCO)c2sc3nc(-c4ccco4)c4c(c3c2n1)CCC4	12	0.88	8	11	38	-1	-2	1	-1
Cc1ccc(-c2csc3ncnc(NS(=O)(=O)c4ccc(Cl)cc4)c23)cc1	15	0.85	14	14	6	14	14	0.86	-12
Cc1cc(OCC(F)(F)C(F)(F)C(F)(F)C(F)(F)C(F)(F)C(F)F)nc(N)n1	-4	1	14	1	15	-15	-1	1	-5

The final 2 compounds of the part before are carried over, then new ones follow.
mol	mIAP block	mIAP activ	tim10-1 inh	ATG4B inhibitor	Apaf1 inhib	TIM10 inh	hIAP block	hIAP act	NLRP3 yeast inh
Cc1ccc(-c2csc3ncnc(NS(=O)(=O)c4ccc(Cl)cc4)c23)cc1	15	0.85	14	14	6	14	14	0.86	-12
Cc1cc(OCC(F)(F)C(F)(F)C(F)(F)C(F)(F)C(F)(F)C(F)F)nc(N)n1	-4	1	14	1	15	-15	-1	1	-5
Cn1c(SCC(=O)NC2CCS(=O)(=O)C2)nc2ccccc21 (centres undefined)	-7	1.1	-11	0	-6	-1	-16	1.2	18
Cc1ccc(S(=O)(=O)NC(=O)N(CCC#N)Cc2ccccc2)cc1	1	0.99	-6	-5	-4	12	-2	1	1
Cc1ccccc1N1C(=O)C2ON(c3ccccc3)C(c3ccncc3)C2C1=O (centres undefined)	1	0.99	14	-9	-1	3	-10	1.1	-10
O=c1cn[nH]c2ccccc12	-6	1.1	8	-4	-10	-6	-16	1.2	3
CC1(C)NC(=O)N(CCCCOc2ccc(Cl)cc2C=O)C1=O	1	0.99	10	18	11	20	12	0.88	5
COc1ccc(N2CCN(S(=O)(=O)c3ccc4c(c3)NC(=O)C(C)C(=O)N4)CC2)cc1 (centres undefined)	5	0.95	9	-9	2	5	11	0.89	11
COc1ccc(NC(=O)CN(C)Cc2cccs2)cc1Cl	-4	1	0	0	9	-19	7	0.93	35
Nc1ccc(Nc2nc(-c3cccs3)cs2)cc1	13	0.87	27	-10	-8	9	26	0.74	19
COCCCNC(=S)NNC(=O)c1cc(Cl)c(O)c(Cl)c1	4	0.96	-13	-1	-6	-13	-15	1.1	-15
CCOC(=O)CNC(=S)N(CCCN1CCCCC1)Cc1cccs1	-5	1	9	-10	4	0	-11	1.1	6
CC(=O)N(C(C)=O)N1C(=O)/C(=C/c2ccc(Cl)cc2)SC1=S	10	0.9	64*	68*	5	57*	-7	1.1	-10
O=C1CCCCC1Sc1ccc(Cl)cc1[N+](=O)[O-] (centres undefined)	-4	1	2	-8	-4	14	4	0.96	-4
CCCC(C(=O)NC1CCCC1)N(CCN(CC)CC)C(=O)c1snc(C(N)=O)c1N (centres undefined)	10	0.9	0	0	3	-1	17	0.83	13
Cc1cc(N/N=C2/CCCc3ccccc32)nc2ccccc12	-16	1.2	-12	0	6	6	2	0.98	33
CC1(c2nnc(-c3cccc(Cl)c3)o2)CC(c2cccc([N+](=O)[O-])c2)=NO1 (centres undefined)	19	0.81	4	-1	8	-22	-5	1.1	6
CCCC1=Nc2cc(C(=O)NCCCN3CCOCC3)ccc2Sc2ccccc21	0	1	11	7	4	11	6	0.94	-7
COc1ccc(NC(=O)CN2C(=O)NC(C)(C3CCCCC3)C2=O)c(OC)c1 (centres undefined)	12	0.88	-14	-1	-3	0	-12	1.1	12
Cc1ccc(N2C(=O)C(Cl)=C(Nc3c(C)n(C)n(-c4ccccc4)c3=O)C2=O)cc1	-1	1	17	-2	9	8	-3	1	10
O=C(O)c1cc(S(=O)(=O)NCCCN2CCCC2=O)ccc1Cl	4	0.96	-6	-9	-6	-15	-8	1.1	-11
CC(=O)Oc1cc2c(cc1Cl)C1(CC(c3ccccc3Cl)O2)CC(C)(C)NC(=S)N1 (centres undefined)	7	0.93	27	10	9	14	0	1	21

New compounds follow:
molecule	mIAP block	mIAP activ	tim10-1 inh	ATG4B inhibitor	Apaf1 inhib	TIM10 inh	hIAP block	hIAP act	NLRP3 yeast inh
COCCNC(=O)c1onc(CS(=O)(=O)c2cc(C)cc(C)c2)c1C(=O)NCCOC	-5	1	-4	3	-5	-3	5	0.95	14
CS(=O)(=O)NCCC1=CCCCC1	-4	1	2	-13	2	-8	13	0.87	3
Cc1ccc(OCc2cc(C(=O)NC3CCOC3)no2)cc1C (centres undefined)	4	0.96	18	7	-3	-5	8	0.92	14
CN(C)c1cccc(C(=O)OCC(=O)N(Cc2ccccc2)C2CCS(=O)(=O)C2)c1 (centres undefined)	0	1	1	-13	5	14	10	0.91	-3
N#C/C(=C\c1ccc(-c2ccc(Br)cc2)o1)C(=O)NCCc1c[nH]c2ccccc12	-5	1	41*	19	3	37	-6	1.1	19
CCOC(=O)Cc1[nH]nc2c1C(c1cccc(OC)c1OC)C(C#N)=C(N)O2 (centres undefined)	11	0.89	11	-10	-8	-12	-16	1.2	8
O=C(O)CCCNC(=O)c1ccc(NC(=O)Cc2ccc(Cl)cc2)cc1	4	0.96	28	5	7	2	-7	1.1	8
Nc1cc(=O)[nH]c(SCC(=O)Nc2cc(S(=O)(=O)N3CCCCC3)ccc2Cl)n1	-8	1.1	-5	-2	13	7	-12	1.1	7
COc1cc(NC(=O)c2ccccc2)c(OC)cc1NC(=O)CN1C(=O)NC2(CCCCC2C)C1=O (centres undefined)	8	0.92	8	-4	-2	1	18	0.82	22
CCN(c1ccccc1)S(=O)(=O)c1ccc(C(=O)Nc2ncccc2O)cc1	10	0.9	5	5	1	12	-1	1	14
CC(C)=C1C2CCC1C1C(=O)N(c3ccc4c(c3)OCO4)C(=O)C21 (centres undefined)	3	0.97	11	1	-3	-7	-10	1.1	7
COc1cc2c3c(c1)-c1c(sn(-c4cc(OC)ccc4OC)c1=S)C(C)(C)N3C(=O)C2=O	15	0.85	28	1	6	19	11	0.89	6
Cc1[nH]c2ccc(C(=O)N3CCC(C(N)=O)CC3)cc2c1C	-5	1.1	-14	-10	3	-7	-4	1	19
CCN1CCN(c2cc(-c3ccccc3)nc3cc(-c4cccc(F)c4)nn23)CC1	-12	1.1	26	-8	16	25	17	0.83	45
CCOc1ccc(/C=N/NC(=O)C2CC2)cc1OC	8	0.92	10	13	6	7	-13	1.1	4
CN(c1cccc(NC(=O)CN(c2ccc(Cl)c(Cl)c2)S(=O)(=O)c2ccccc2)c1)S(C)(=O)=O	-53	1.5	17	-6	8	9	7	0.93	5
COc1ccc2[nH]c(=O)c(-c3nnn(-c4ccc(Cl)nc4)n3)cc2c1	0	1	-5	-5	2	-2	1	0.99	17
Cc1ccc(S(=O)(=O)Cn2nnnc2C(C(C)C)N2CCC(O)CC2)cc1 (centres undefined)	3	0.97	-3	-2	0	-7	-20	1.2	15
Nc1ccc(C(=O)N/N=C2\CCCc3c2[nH]c2ccccc32)cc1	-4	1	4	-27	19	-24	-3	1	2
CN(C(=O)c1ccc2c(c1)OCO2)C1CCCCC1	6	0.94	-11	3	-5	-13	-1	1	12

Nothing new here: entries from further up.
molecule	mIAP block	mIAP activ	tim10-1 inh	ATG4B inhibitor	Apaf1 inhib	TIM10 inh	hIAP block	hIAP act	NLRP3 yeast inh
COCCNC(=O)c1onc(CS(=O)(=O)c2cc(C)cc(C)c2)c1C(=O)NCCOC	-5	1	-4	3	-5	-3	5	0.95	14
CS(=O)(=O)NCCC1=CCCCC1	-4	1	2	-13	2	-8	13	0.87	3
Cc1ccc(OCc2cc(C(=O)NC3CCOC3)no2)cc1C (centres undefined)	4	0.96	18	7	-3	-5	8	0.92	14
CN(C)c1cccc(C(=O)OCC(=O)N(Cc2ccccc2)C2CCS(=O)(=O)C2)c1 (centres undefined)	0	1	1	-13	5	14	10	0.91	-3
N#C/C(=C\c1ccc(-c2ccc(Br)cc2)o1)C(=O)NCCc1c[nH]c2ccccc12	-5	1	41*	19	3	37	-6	1.1	19
CCOC(=O)Cc1[nH]nc2c1C(c1cccc(OC)c1OC)C(C#N)=C(N)O2 (centres undefined)	11	0.89	11	-10	-8	-12	-16	1.2	8
